Bioassay records from PubChem BioAssay.
CCT chaperon mod – cytosolic chaperonin activity modulation | purified chaperonin ATPase assay, HTRF ADP detection, 30 min | activity change, % (no concentration beside the values), hits read low | actives 0.3% (n = 360,000); in the data active means activity change below about -30%; further: on the % scale 0 is the no-effect control and ±100 the full control effect
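ATPase activity: ADP formed was measured by HTRF Transcreener (665/615 nm ratio) after 30 min at 37 deg C with 10 uM ATP. Compounds screened at one 76 uM concentration against 40 or 20 nM TRiC in Tris pH 7.4/KCl/MgCl2/DTT buffer.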
Nrf2 inh – Nrf2 pathway inhibition | A549 ARE-Fluc reporter, luciferase luminescence, 18-24 h | actives 2.1% (n = 360,000) | Potency, µM (top dose mostly 46 µM), inactives show at the highest dose activity change, negative = inhibition, usual class: inhibitors; further: potency means the concentration at half of the fitted maximal effect; on the % scale 0 is the no-effect control and ±100 the full control effect; nearly all actives have a fitted effect of over 60% in size
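A549 ARE_Fluc cells, 5000/well, 5% FBS OPTI-MEM; compounds in dose-response, 18-24 h at 37 °C/5% CO2; CellTiter-Fluor viability read (Ex 405/Em 525), then BugLite luciferase luminescence = Nrf2 activity.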
A549 tox – counter-screen for Nrf2 inhibitors: cytotoxicity in A549 cells. actives 0.16% (n = 390,000). Potency, µM (top dose mostly 46 µM), for the others: at the highest dose activity change, negative = cytotoxicity, actives largely listed as inhibitors. A549 ARE-Fluc cells, CellTiter-Fluor viability, 18-24 h. AID 504648; further: potency means the concentration at half of the fitted maximal effect; on the % scale 0 is the no-effect control and ±100 the full control effect
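A549 ARE-Fluc cells in 5% FBS OPTI-MEM, 5000 cells/well, rested 2 h then exposed to compounds in concentration-response for 18-24 h at 37 °C. Viability by CellTiter-Fluor fluorescence (Ex 405/Em 525) after 30 min; luciferase luminescence (BugLite, 15 min, RT) read afterwards.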
Nrf2 activator – activators of Nrf2 (ARE) signaling. AREc32 ARE-luciferase reporter (MCF7-derived line), luminescence, 24 h. Potency, µM (titrated, usually from 46.1 µM), for inactives: top-dose activation, actives largely listed as activators. actives 0.31% (n = 410,000). AID 624171; further: potency means the concentration at half of the fitted maximal effect; % of control where 0% means no effect; nearly all actives have a fitted effect of over 65% in size
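Steps: seed AREc32_Fluc cells (1000/well, 5% FBS OPTI-MEM); incubate overnight at 37 deg C; add 23 nL compound; incubate 24 hr; add Steady-Glo; hold 30 min RT; read luminescence.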
HepG2 tox – HepG2 cytotoxicity, counter-screen for TGF-b inhibitors; HepG2 CAGA-GFP viability, ATP luminescence, 18 h; Potency, µM (titrated, usually from 46.1 µM), for inactives: at the highest dose activity change, negative = cytotoxicity, usual class: cytotoxic; actives 0.76% (n = 410,000); further: potency means the concentration at half of the fitted maximal effect; some results filed as inactive show a strong effect at the top dose
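HepG2 CAGA-GFP cells (1000/well, DMEM with 1% FBS) received compound, then TGF-beta at 500 pg/mL final, and were incubated 18 hours at 37 degrees C. Viability was read by CellTiter-Glo luminescence. Media-only wells were set as complete cell-killing and DMSO as no toxicity.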
TGFb inhibitor – inhibitors of TGF-b signaling; HepG2 CAGA-GFP TGF-b/SMAD3 reporter, GFP fluorescence, 18 h; TGF-beta stimulated, 500 pg/mL final; Potency, µM (series often up to 46.1 µM), for inactives: at the top dose activity, negative = inhibition, most hits filed as inhibitors; actives 1.2% (n = 410,000); AID 588855; further: potency means the concentration at half of the fitted maximal effect; on the % scale 0 is the no-effect control and ±100 the full control effect; nearly all actives have a fitted effect of over 65% in size
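TGF-beta reporter screen: HEPG2 CAGA-GFP, 1% FBS, 500 pg/mL TGF-beta final, 18 h; per-cell GFP summed per well; curves fitted and categorized by class.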
pAkt inh – Akt phosphorylation inhibition | AID 651550 | activity change, % for hits at 50 µM | Neuro2A IGF-stimulated pAkt S473 HTRF, 20 min; active compounds read low | actives 0.32% (n = 360,000); in the data active means activity change below about -80%; inconclusive means mostly about -51% to -80%; further: on the % scale 0 is the no-effect control and ±100 the full control effect
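Neuro2A cells in DMEM with 0.5% FBS, overnight at 37 deg C, given compound at single 50 µM final, then IGF (6 nM final) for 20 min at 37 deg C. Lysed; phospho-Akt Ser473 by HTRF after 24 h, 665/615 ratio.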
Mm-Cpn inhibitor – blocks the Methanococcus maripaludis chaperonin Mm-Cpn. purified Mm-Cpn ATPase, ADP Transcreener TR-FRET. Potency, µM (doses to about 76.9 µM), for the others: at the top dose activity, negative = inhibition, usual class: inhibitors. actives 0.031% (n = 330,000). AID 504842; further: potency means the concentration at half of the fitted maximal effect; on the % scale 0 is the no-effect control and ±100 the full control effect; nearly all actives have a fitted effect of over 80% in size
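Eu-cryptate anti-ADP/ADP-d2 competition gives a ratio inversely related to ADP. Enzyme at 25 nM was pre-exposed to compound for 10 min, then given 10 uM ATP for 30 min, 37°C throughout.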
S2 tox – viability counter-screen for ATXN expression inhibitors; Potency, µM (top dose mostly 56.7 µM), actives largely listed as cytotoxic; actives 0.49% (n = 400,000); S2 cells (HEK-293 line with an ATXN2-luciferase reporter) viability, CellTiter-Fluor protease fluorescence, 24 h; further: potency means the concentration at half of the fitted maximal effect; nearly all actives have a fitted effect of over 40% in size
* marks the source's active call; other numbers are inactive results; i = inactive; ? = inconclusive; / = not tested or not shown; & = joins results of further samples; [ ] = another dose, or the depositor's remark. Unless noted, the call rests on the fitted dose curve; in most records, active means well fitted curve in the direction sought with a large enough effect; inconclusive means small, poorly fitted or top-dose-only effect, or another doubt; inactive means no such curve, though single readings can be large; an effect the other way counts as inactive or inconclusive.

SMILES,HepG2 tox,Nrf2 activator,A549 tox,S2 tox,TGFb inhibitor,Mm-Cpn inhibitor,Nrf2 inh,pAkt inh,CCT chaperon mod
COc1ccc(NC(=O)CN2C(=O)COc3ccc(S(=O)(=O)N4CCCCC4)cc32)c(OC)c1,7.5%,0.2%,-17.3%,?,1.7%,-5.2%,-24.9%,i,1.0
COc1ccc(-c2ccc(=O)n(CC(=O)Nc3ccc(N(C)C)cc3)n2)cc1,-1.3%,3.7%,-3.0%,i,-5.7%,/,/,/,/
COc1ccc(NC(=O)CSc2nnc(C)c(=O)n2N)cc1,2.1%,0.0%,0.1%,i,4.1%,-0.8%,-3.9%,i,-3.1
COc1ccc(C2=NN(C(=O)CSc3nc4ncc(Cl)cc4[nH]3)C(c3ccco3)C2)cc1 (stereo unspecified),-8.8%,8.2%,-3.8%,i,-22.3%,?,14.4%,i,0.9
CCCCN1C(=O)C(CC(=O)NC2CCCCC2)CC(C(=O)N(C(C)C)C(C)C)=C1C (stereo unspecified),-7.1%,-0.6%,/,i,-6.3%,/,/,i,-1.8
CN(CC(=O)Nc1ccccc1Br)C(=O)c1ccccc1OCc1ccc(F)cc1,-30.2%,-1.1%,-1.2%,i,-1.3%,-0.6%,0.8%,i,-0.8
COCCNC(=O)c1ccc2c(c1)ncn2-c1ccc(F)c(F)c1,-2.7%,2.8%,-3.5%,i,7.4%,-2.8%,-12.9%,i,0.1
COc1ccc(CN2CCC[C@]3(N[C@H](c4ccc(OC)cc4)[C@@H]4C(=O)N(Cc5ccccc5)C(=O)[C@@H]43)C2=O)cc1,-15.2%,-0.8%,/,i,2.7%,/,/,i,-0.2
O=C(Cn1cc2c(n1)CCCC2)NCc1cccnc1,-2.9%,-0.1%,-15.6%,i,0.7%,0.8%,-13.9%,i,0.4
COc1cccc(NC(=O)N2CCCc3ccccc32)c1,-2.1%,2.0%,5.2%,i,-2.9%,-0.4%,12.2%,i,-0.3
COc1cc2[nH]c(=O)n(CCC(=O)N3CC=C(c4ccccc4)CC3)c(=O)c2cc1OC,4.5%,0.4%,-11.9%,i,2.7%,0.1%,-11.8%,i,-0.7
COc1ccc(CNc2n[nH]c(NCc3ccc(OC)c(OC)c3)n2)cc1OC,-2.8%,-0.1%,4.9%,i,3.8%,0.2%,/,i,0.2
CC(C)n1cnc2c(Nc3cccc(Cl)c3)nc(NCCCO)nc21,-15.4%,-4.5%,?,?,?,0.1%,?,i,-2.6
CC(O)Cn1c(N2CCCC2)nc2c1c(=O)n(C)c(=O)n2C (stereo unspecified),3.2%,0.0%,0.3%,i,1.7%,-0.6%,2.0%,i,2.6
N/C(CSc1nc(-c2ccccc2)c(-c2ccccc2)o1)=N\O,-26.6%,3.2%,4.4%,i,-0.4%,0.0%,7.1%,i,-1.9
COc1ccccc1C(=O)NC(CCSC)C(=O)NC1CC1 (stereo unspecified),-3.1%,-0.1%,-2.8%,i,0.8%,-1.4%,9.4%,i,-0.8
CCC(=O)N(c1ccc(C(=O)O)cc1)c1nc(-c2ccc(OC)cc2)c(C)s1,-0.5%,0.9%,-1.8%,i,12.3%,-0.1%,-17.0%,i,2.3
CCCCCCCCOC(=O)C[N+](C)(C)C/C=C(/C)Cl,4.2%,2.0%,0.0%,i,-0.2%,2.1%,-0.1%,i,2.6
CCn1cc(C(=O)N2CCN(c3ccc(OC)cc3)CC2)c(=O)c2cc(S(=O)(=O)N(C)C3CCCCC3)ccc21,10.3%,0.2%,19.8%,i,-0.5%,/,34.4%,/,/
Cc1cccc(C)c1NC(=O)C1c2ccccc2OCC(=O)N1CCc1ccccc1 (stereo unspecified),/,19.0%,/,i,/,/,/,i,-0.9
CC(C)(CO)Nc1nc(Cl)nc(NC2CCCCC2)n1,1.8%,5.0%,6.7%,i,-9.0%,0.9%,9.8%,i,-1.4
COc1ccc(/C=C\c2cc(OC)c(OC)cc2CC[N+](C)(C)C)cc1OC,-0.8%,-0.9%,-4.7%,i,-24.4%,-0.5%,-4.1%,i,1.4
ONC(=Nc1cccc(C(F)(F)F)c1)c1cccnc1,-4.7%,2.6%,11.2%,i,21.0%,-16.5%,5.8%,i,-0.6
COc1ccc(S(=O)(=O)N2CCCCC2)cc1NC(=S)Nc1cccc(Cl)c1C,-34.6%,-1.1%,0.0%,i,-5.9%,0.4%,?,i,0.0
CC1CCC(C(C)C)C(OC(=O)CSc2nnc(N)s2)C1 (stereo unspecified),4.9%,-0.5%,1.7%,i,2.7%,0.7%,/,i,-1.9
O=C(CSc1nc(=O)[nH]c2c1CCCC2)Nc1cc(C(F)(F)F)ccc1Cl,-17.4%,0.6%,-17.1%,/,-0.2%,/,/,/,/
Cc1c(-c2ccc(F)cc2)[n+](=O)c2c(n1[O-])CCCCC2,0.0%,0.0%,5.8%,i,-9.6%,0.0%,-1.0%,i,1.0
CCOC(=O)COc1ccc(S(=O)(=O)N2CCN(c3ccccc3)CC2)cc1,-52.0%,3.8%,-12.9%,i,-2.5%,1.9%,?,i,2.3
CCC(CC)NC(=O)c1ccc(NS(=O)(=O)c2ccc3[nH]c(=O)[nH]c3c2)cc1,5.7%,-0.3%,-2.5%,?,10.0%,-2.0%,1.6%,i,-1.4
Cc1nn(C(C)C(=O)c2cccc(Cl)c2)c(C)c1[N+](=O)[O-] (stereo unspecified),2.9%,-0.8%,4.8%,i,-4.9%,1.0%,29.7%,i,-3.5

A draw from above in order of length of the SMILES, low to high:
SMILES,HepG2 tox,Nrf2 activator,A549 tox,S2 tox,TGFb inhibitor,Mm-Cpn inhibitor,Nrf2 inh,pAkt inh,CCT chaperon mod
CC(C)n1cnc2c(Nc3cccc(Cl)c3)nc(NCCCO)nc21,-15.4%,-4.5%,?,?,?,0.1%,?,i,-2.6
COc1ccc(C2=NN(C(=O)CSc3nc4ncc(Cl)cc4[nH]3)C(c3ccco3)C2)cc1 (stereo unspecified),-8.8%,8.2%,-3.8%,i,-22.3%,?,14.4%,i,0.9
COc1ccc(CN2CCC[C@]3(N[C@H](c4ccc(OC)cc4)[C@@H]4C(=O)N(Cc5ccccc5)C(=O)[C@@H]43)C2=O)cc1,-15.2%,-0.8%,/,i,2.7%,/,/,i,-0.2

More records follow:
SMILES,HepG2 tox,Nrf2 activator,A549 tox,S2 tox,TGFb inhibitor,Mm-Cpn inhibitor,Nrf2 inh,pAkt inh,CCT chaperon mod
CCOC(=O)N1CCN(S(=O)(=O)c2ccc(OC)c(C(=O)N3CCCCC3)c2)CC1,7.7%,-0.2%,1.7%,i,-1.1%,1.8%,-1.5%,i,0.8
O=C(NCN1C(=O)C2C3C=CC(C3)C2C1=O)Nc1nncs1 (stereo unspecified),-32.9%,3.7%,-0.3%,i,1.9%,-3.0%,23.5%,i,-8.4
CCNC(=O)CC1C(=O)N(c2ccc(F)cc2)C(=O)N1Cc1ccc(OC)cc1 (stereo unspecified),-0.6%,2.7%,-1.3%,i,2.8%,1.4%,17.3%,i,-0.9
CCN(C=NC1=NN(c2cccc(C(F)(F)F)c2)CC1)CC,-11.2%,2.2%,13.6%,i,-6.5%,-6.4%,1.6%,i,-3.0
CCCCN(C(=O)Nc1ccc(Cl)cc1)C1CCN(C(C)=O)CC1,-2.6%&-4.5%,3.2%&-0.2%,3.3%&4.4%,i,-0.5%&9.9%,-1.4%,0.0%,i,0.8
CC(=O)N1CCOc2ccc(S(=O)(=O)N3CCC(C(=O)Nc4ccc(C)cc4C)CC3)cc21,3.6%,-0.8%,4.0%,i,0.0%,0.3%,11.6%,i,-2.1
Cc1ccc(-n2nc(-c3cccs3)cc2C(=O)NCC2CCCO2)c(C)c1 (stereo unspecified),-39.1%,0.6%,1.4%,i,0.3%,-2.9%,-6.9%,i,-3.3
NS(=O)(=O)c1ccc(CCNC(=O)CCc2ccccc2)cc1,10.7%,-0.5%,-0.5%,i,39.6%[activator],/,?,i,0.4
O=C(N/N=C/c1ccc(OC(=O)c2ccccc2)c([N+](=O)[O-])c1)c1ccc(O)cc1,-36.3%,0.0%,-13.2%,i,-9.4%,-3.6%,-18.9%,i,-2.6
O=C(CSc1nnc(-c2ccccc2Br)n1-c1ccccc1)c1ccc(F)cc1,-31.4%,5.2%,?,i,-14.4%,/,18.4µM*,/,/
Cc1ccc(NC(=O)CN(C)C(=O)CCOc2ccccc2C)cc1,23.7%,-0.6%,-3.9%,i,10.5%,-7.9%,?,i,1.9
CC1(C(=O)NCc2ccccc2)Cc2c(-c3ccc4c(c3)OCO4)ccnc2O1 (stereo unspecified),7.0%,0.7%,/,?,-16.4%,/,/,i,0.1
COc1cc(C2c3cc4c(cc3C(O)C3COCC23)OCO4)cc(OC)c1OC (stereo unspecified),-12.9%,2.5%,4.5%,i,9.6%,/,-1.4%,i,1.3
CCOc1ccccc1NC(=O)NC1Cc2ccccc2C1,-3.7%,1.6%,4.4%,i,-17.4%,-1.3%,-17.8%,i,-2.1
Cc1ccc2[nH]c(-c3ccccc3)c(CN3CCCC3)c(=O)c2c1,3.1%,1.0%,3.3%,i,0.3%,0.1%,25.3%,i,0.5
CCc1nc2c(OCc3ccc(F)c(F)c3)cccn2c1N(C)C(=O)c1ccc(C)cc1,-49.8%,-2.0%,/,i,?,/,/,i,1.5
O=C(COc1ccc(Cl)cc1)Nc1ccccc1CO,-1.7%,23.8%,-9.0%,i,7.6%,0.0%,28.2%,i,-0.7
CCN(CC)C(=O)OCCc1cc2ccccc2c(=O)o1,4.8%,4.3%,-0.6%,i,0.0%,-0.6%,13.0%,i,1.3
